S1P2 agonist: S1P2 (human) receptor agonism | S1P2-expressing cell line, agonist reporter read-out | O95136 | 97,000 compounds, 0.46% hits | AID 729 | activation, % at 4.5 µM; in the data active means activation above about 16%;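 further: 0% = vehicle low control and 100% = maximal reference agonist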
Target sequence (O95136 whole entry, looked up): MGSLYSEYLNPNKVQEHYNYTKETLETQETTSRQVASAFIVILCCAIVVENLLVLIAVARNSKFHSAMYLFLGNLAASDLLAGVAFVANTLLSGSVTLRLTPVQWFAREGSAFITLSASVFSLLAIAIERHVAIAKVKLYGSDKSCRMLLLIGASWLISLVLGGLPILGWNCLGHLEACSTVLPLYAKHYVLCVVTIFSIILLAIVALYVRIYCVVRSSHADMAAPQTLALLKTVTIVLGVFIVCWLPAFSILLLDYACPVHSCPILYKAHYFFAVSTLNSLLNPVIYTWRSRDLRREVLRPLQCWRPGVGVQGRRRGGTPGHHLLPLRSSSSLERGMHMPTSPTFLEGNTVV
PostGolgi yeast: growth inhibition of a yeast mutant, post-Golgi transport screen; inhibition, % at 10 µM; 98,000 compounds, 0.9% hits; AID 739; post-Golgi transport phenotypic cell assay;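 further: yeast cells grown in 1536-well plates; yeast grown about 18 h at 30C before absorbance read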
PLAP activator: activates human placental alkaline phosphatase; purified PLAP enzyme, luminescent substrate read-out; active compounds read high; activation fold at 20 µM; 96,000 compounds, 1.2% hits; AID 696; in the data active means activation fold above about 2
sEH inhibitor: soluble epoxide hydrolase (human) inhibition | P34913 | recombinant human sEH enzymatic activity assay | inhibition, % at 2 µM | 91,000 compounds, 0.34% hits | AID 707; in the data active means inhibition above about 80%; further: values of inactives mirror those of a sister screen read the other way; many of its hits are not listed in these tables
Target sequence (P34913 whole entry, looked up): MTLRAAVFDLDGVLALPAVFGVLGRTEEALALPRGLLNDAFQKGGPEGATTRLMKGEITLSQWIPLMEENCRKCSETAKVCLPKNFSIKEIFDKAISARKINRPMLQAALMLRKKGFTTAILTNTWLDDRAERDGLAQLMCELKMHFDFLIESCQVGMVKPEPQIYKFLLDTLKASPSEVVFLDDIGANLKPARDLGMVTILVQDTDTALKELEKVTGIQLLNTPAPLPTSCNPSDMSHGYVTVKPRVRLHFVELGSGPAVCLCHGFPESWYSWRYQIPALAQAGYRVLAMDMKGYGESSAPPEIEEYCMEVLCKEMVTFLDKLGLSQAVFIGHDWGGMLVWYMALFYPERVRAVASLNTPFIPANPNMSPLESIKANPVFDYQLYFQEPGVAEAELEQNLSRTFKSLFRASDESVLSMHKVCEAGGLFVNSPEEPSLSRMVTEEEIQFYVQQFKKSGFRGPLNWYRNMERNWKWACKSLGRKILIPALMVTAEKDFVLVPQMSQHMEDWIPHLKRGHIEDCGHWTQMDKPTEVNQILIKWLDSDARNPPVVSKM
PostGolgi ctrl: inhibits growth of the yeast control strain | efflux-deficient yeast background strain, growth absorbance A615, 16 h | inhibition, % at 10 µM | 98,000 compounds, 5% hits | AID 738
S1P2 antag: S1P2 (human) receptor antagonism; cell-based S1P2 antagonist assay, inhibition at 5 uM; inhibition, % at 5 µM; 97,000 compounds, 0.21% hits; in the data active means inhibition above about 45%;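 further: CRE beta-lactamase reporter cells expressing human S1P2 stimulated with S1P; 0% = agonist at EC80 alone and 100% = agonist plus reference antagonist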
sEH act: increases human soluble epoxide hydrolase activity; 91,000 compounds, 0.04% hits; AID 717; purified human sEH enzymatic activity, activator screen; activation, % at 2 µM; P34913; in the data active means activation above about 37%; further: values of inactives mirror those of a sister screen read the other way
Mac1 fbg inh: CD11b/CD18-fibrinogen binding inhibition; P05107+P11215; K562 CD11b/CD18 adhesion to fibrinogen, ATPlite luminescence; Mn2+ added to activate the integrin; inhibition, % at 10 µM; 93,000 compounds, 0.54% hits;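 active means primary inhibition of 50% or more at 10 µM, then 40% or more on retest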; further: some results filed as inactive read as strong as hits
E coli WT exp: blocks growth of wild type E. coli BW25113 | OD600 absorbance | growth inhibition, % at 100 µM | 98,000 compounds, 0.15% hits;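 active means growth inhibition above about 50% at one test dose, limit read from the data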;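 further: growth measured after 20 h incubation at 37 °C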
The depositor's hits bear a star; · = not tested or not shown. Unless noted, no stated cut-off is given here; in the data, active means inhibition above about 30%; inactive means the rest.

#	Molecule	S1P2 agonist	PostGolgi yeast	PLAP activator	sEH inhibitor	PostGolgi ctrl
1	O=C(NCc1ccccc1)NC1(C(=O)Nc2ccc3c(c2)OCCO3)CCCCC1	-4	0	1.1	-2	0
2	COc1cc(NS(=O)(=O)c2ccc(C)cc2C)cc(OC)c1OC	-12	-5	1.6	-8	14
3	NS(=O)(=O)c1ccc(CCNC(=O)C2CCCCN2S(=O)(=O)c2ccccc2)cc1 (stereo not drawn)	-1	0	1	6	-1
4	CN1C(=O)N(S(=O)(=O)c2ccc(F)c(F)c2F)C(=O)C1(C)C	-7	-12	1.1	-5	-3
5	CCn1c(SCC(=O)Nc2sc3c(c2C(N)=O)CCC(C)C3)nnc1-c1ccco1 (stereo not drawn)	-9	5	1.1	11	13
6	c1ccc(COc2ccccc2CNCc2cccnc2)cc1	-4	-2	1	4	7
7	CCCCOc1ccc(N(CC(=O)NCC2CCCO2)C(=O)CCC(=O)Nc2cc(C)ccn2)cc1 (stereo not drawn)	-5	·	·	1	·
8	Cc1ccc2nc(N3CCN(C=O)CC3)nc(-c3ccccc3)c2c1	1	·	·	-8	·

#	S1P2 antag	sEH act	Mac1 fbg inh	E coli WT exp
1	13	5	-13	-2
2	34	11	5	14
3	-6	-4	-12	-13
4	4	4	18	1
5	-17	-8	·	-2
6	2	-6	2	3
7	-10	5	·	·
8	1	9	·	·

Next records follow.
#	Molecule	S1P2 agonist	PostGolgi yeast	PLAP activator	sEH inhibitor	PostGolgi ctrl
9	CC1CCCCN1CCNC(=O)c1ccc2c(=O)n(CCc3ccccc3)c(=O)[nH]c2c1 (stereo not drawn)	-7	4	1	40	-3
10	CC(C)Cn1c(-c2ccccc2)nc2ccccc2c1=O	-8	5	0.9	2	1
11	Cc1ccccc1/C=N\NC(=O)c1csnn1	-1	-3	0.9	-7	8
12	CC1CCCC(NC(=O)c2ccc(CNc3c(N4CCCC4)c(=O)c3=O)cc2)C1C (stereo not drawn)	·	1	1.1	·	3
13	c1ccc2nc(-c3ccncc3)ccc2c1	-5	-1	0.9	12	-3
14	CSc1ncccc1C(=O)NCc1ccc(C)cc1	-5	-5	0.9	5	-8
15	Cc1cc(O)cc(O)c1C(=O)Cc1cnn(-c2ccccc2)c1	-5	8	1.2	3	20
16	CCc1ccc(-c2nc(CSCC(=O)N3CCN(c4ccccn4)CC3)c(C)o2)cc1	-2	9	1.1	54	20

#	S1P2 antag	sEH act	Mac1 fbg inh	E coli WT exp
9	10	-41	-10	10
10	10	-4	·	0
11	2	4	·	2
12	·	·	5	-3
13	2	-10	·	9
14	-10	-3	-45	9
15	-9	-6	18	3
16	-6	-54	·	-2

Copied from above, compounds 15 to 16
#	Molecule	S1P2 agonist	PostGolgi yeast	PLAP activator	sEH inhibitor	PostGolgi ctrl
15	Cc1cc(O)cc(O)c1C(=O)Cc1cnn(-c2ccccc2)c1	-5	8	1.2	3	20
16	CCc1ccc(-c2nc(CSCC(=O)N3CCN(c4ccccn4)CC3)c(C)o2)cc1	-2	9	1.1	54	20

#	S1P2 antag	sEH act	Mac1 fbg inh	E coli WT exp
15	-9	-6	18	3
16	-6	-54	·	-2

Next part:
#	Molecule	S1P2 agonist	PostGolgi yeast	PLAP activator	sEH inhibitor	PostGolgi ctrl
17	Cc1ccc(/C=C/C(=O)Nc2cccc3ncccc23)o1	-3	-3	0.9	-6	7
18	NC(=O)COc1ccc2c3c(c(=O)oc2c1)CCCCC3	-8	-4	1.2	-18	13
19	CCCCN(C)C(=O)C1CCN(C/C(C)=C/c2ccccc2)CC1	·	-1	1.7	·	9
20	CCOc1cc(CN2CCN(C(=O)CC(C)C)CC2)ccc1OC	0	9	1.6	1	20
21	C/C(=N/NC(=O)c1ccco1)c1cccc(NC(=O)c2ccc(C)o2)c1	-8	-3	0.9	-3	4
22	CC(=O)Nc1cccc(OC(=O)c2ccoc2C)c1	-6	13	1.1	-4	-7
23	CCCC(=O)NCCCc1nc2ccccc2n1CCC	-6	9	1.2	·	40*
24	C=CCOc1ccc(C2C(C#N)=C(N)N(Nc3ccccc3)C3=C2C(=O)CCC3)cc1OC (stereo not drawn)	-2	3	1.3	21	6

#	S1P2 antag	sEH act	Mac1 fbg inh	E coli WT exp
17	15	7	-6	6
18	-11	15	-8	5
19	·	·	-4	7
20	-5	-2	9	4
21	12	9	·	3
22	0	5	8	10
23	7	·	16	11
24	-28	-21	5	4

Later entries
#	Molecule	S1P2 agonist	PostGolgi yeast	PLAP activator	sEH inhibitor	PostGolgi ctrl
25	CCNC(=O)NC(=O)CSc1cccc(C(F)(F)F)c1	·	0	1	·	5
26	CC(NC(=O)c1ccccc1NS(C)(=O)=O)c1ccccc1 (stereo not drawn)	-5	5	0.9	4	0
27	COc1ccc(OCCSc2nnc(-c3ccccc3)n2N)cc1	-4	3	0.7	-5	2
28	NC1=NC(=O)/C(=C/c2cccs2)S1	-2	-2	1.1	-10	-2
29	CCc1cccc(C)c1NC(=O)CSc1ncn[nH]1	-5	3	0.8	-2	24
30	Nn1c(SCC(=O)N2CCCc3ccccc32)nnc1-c1ccccc1	-6	-3	1.1	·	3
31	COc1ccnc(N2CCN(c3ccccc3)CC2)c1C#N	-6	3	0.7	-5	2
32	COc1ccccc1-c1nnc(SCc2nc3ccccc3s2)n1C	-6	0	1	·	6

#	S1P2 antag	sEH act	Mac1 fbg inh	E coli WT exp
25	·	·	0	-4
26	15	-5	·	10
27	12	10	-7	1
28	17	10	8	4
29	-19	2	0	4
30	-15	·	-2	0
31	0	7	-8	0
32	-8	·	·	2

Rewritten with values under each structure: 2 of the compounds above
Second line of a record: S1P2 agonist | PostGolgi yeast | PLAP activator | sEH inhibitor | PostGolgi ctrl | S1P2 antag | sEH act | Mac1 fbg inh | E coli WT exp
30) Nn1c(SCC(=O)N2CCCc3ccccc32)nnc1-c1ccccc1
 : -6 | -3 | 1.1 | · | 3 | -15 | · | -2 | 0
25) CCNC(=O)NC(=O)CSc1cccc(C(F)(F)F)c1
 : · | 0 | 1 | · | 5 | · | · | 0 | -4

Other compounds.
#	Molecule	S1P2 agonist	PostGolgi yeast	PLAP activator	sEH inhibitor	PostGolgi ctrl
33	O=C1CCC([N+](=O)[O-])C(c2cccc(Cl)c2Cl)N1 (stereo not drawn)	-5	-6	1.1	10	12
34	COC(=O)C1(C)Nc2ccccc2C(=O)N1c1ccccc1C (stereo not drawn)	-3	-12	0.8	1	10
35	N#Cc1cccc(NC(=O)Nc2cccs2)c1	-6	-4	1.1	21	7
36	CN1CCN(NC(=O)c2cccc(F)c2)CC1	-6	1	1.2	11	-3
37	O=C(N/N=C/c1ccccn1)c1ccco1	-9	-7	1.6	3	-1
38	COCC(C)NS(=O)(=O)c1ccc(C)cc1 (stereo not drawn)	-4	11	0.8	0	7
39	COc1ccc(C2c3sc(=O)[nH]c3SC3C(=O)N(c4ccccc4)C(=O)C32)cc1 (stereo not drawn)	-2	0	1.2	15	3
40	Cc1ccc2c(c1)N(CCC(=O)NCC1COc3ccccc3O1)C(=O)CO2 (stereo not drawn)	-3	-4	2.2*	15	3

#	S1P2 antag	sEH act	Mac1 fbg inh	E coli WT exp
33	14	-10	20	1
34	10	-2	-9	-1
35	5	-20	·	73*
36	26	-9	·	2
37	-10	-2	·	11
38	-2	3	1	-1
39	9	-16	-4	-7
40	22	-16	-8	-11

The list continues:
#	Molecule	S1P2 agonist	PostGolgi yeast	PLAP activator	sEH inhibitor	PostGolgi ctrl
41	CC(=O)c1c(C)[nH]c(C(=O)OCC(=O)N2CCc3ccccc32)c1C	1	2	1.2	0	-8
42	COc1ccc(NC(=O)CSc2ccc3c4c(cccc24)C(=O)c2ccccc2-3)cc1	-2	-19	0.9	24	10
43	Cc1ccc(S(=O)(=O)NCC23C=CC(O2)C2C(=O)N(c4ccccc4)C(=O)C23)cc1 (stereo not drawn)	-4	-10	0.9	-7	-5
44	C1CCC2(CC1)OCC1(CO2)COC2(CCCCC2)OC1	-4	-22	0.8	6	13
45	O=C(Nc1ccc(Cl)cc1C(=O)Nc1ccncc1)c1ccco1	0	18	0.8	19	25
46	CCCC(=O)C1=C(O)C(C(=O)OC)C(C)(C)CC1=NC(C)C (stereo not drawn)	-5	·	·	-2	·
47	Cc1ccc(SCCNC(=S)Nc2ccccc2)cc1	4	-3	0.7	6	17
48	O=[N+]([O-])c1ccccc1CNC(Cc1ccccc1)c1ccccc1 (stereo not drawn)	0	-2	0.7	-14	20

#	S1P2 antag	sEH act	Mac1 fbg inh	E coli WT exp
41	-21	0	18	-2
42	20	-24	·	-2
43	12	6	0	3
44	-13	0	2	-2
45	-34	-21	18	5
46	-17	2	·	·
47	-11	-5	23	15
48	14	14	-46	-2

Next part:
#	Molecule	S1P2 agonist	PostGolgi yeast	PLAP activator	sEH inhibitor	PostGolgi ctrl
49	Cc1c(C(=O)NCc2ccccc2)oc2ccc(S(=O)(=O)N3CCC4(CC3)OCCO4)cc12	-8	0	1.5	1	-2
50	O=C(c1ccco1)N1CCN(c2nc3ccccc3c(=O)n2-c2ccccc2)CC1	-4	0	1.4	·	7
51	O=C(O)c1ccc2c(c1)ncn2C1CCCCCC1	-2	0	·	·	-1
52	Cc1csc2c(=O)n3c(nc12)CCCCC3	-7	-1	1.3	3	-2
53	Nc1c(C(=O)CCC(=O)O)oc2ccc(Cl)cc12	-2	1	1	-2	1
54	Cc1[nH]n(-c2ccc([N+](=O)[O-])cc2)c(=O)c1N=Nc1nc2ccccc2s1	-1	·	·	-13	·
55	Cc1nc(SCC(=O)NC(=O)NCc2ccccc2)nc(C)c1C	-6	-6	1	-2	2
56	Cc1cccc(NC(=O)C2CCCN2C(=O)OCC(C)C)c1 (stereo not drawn)	-5	-4	1.1	-9	6

#	S1P2 antag	sEH act	Mac1 fbg inh	E coli WT exp
49	-1	0	14	-17
50	-3	·	·	-10
51	-23	·	·	-1
52	0	0	-20	2
53	10	4	0	2
54	-1	15	·	·
55	0	-3	-15	5
56	1	9	8	-5

(list continues)
#	Molecule	S1P2 agonist	PostGolgi yeast	PLAP activator	sEH inhibitor	PostGolgi ctrl
57	Clc1ccc(-n2ncc3c(NCc4ccco4)ncnc32)cc1	-3	-1	·	·	9
58	COc1cccc(-n2c(C)nnc2SCC#N)c1	·	-5	0.9	·	2
59	COc1ccccc1-c1cc(C(=O)NCCN2CCOCC2)no1	0	11	1.1	3	5
60	CNc1nc(N2CCc3ccccc32)ncc1F	-3	7	1.4	8	-4
61	FC(F)(F)c1cccc(Oc2nc(-c3ccccc3)nnc2C(F)(F)F)c1	-1	4	0.8	-1	20
62	O=C(CSc1ccc(C(F)(F)F)cc1[N+](=O)[O-])Nc1ccccc1	-2	22	0.8	18	21
63	COc1cc(-c2nnc(COc3ccc4cc(Br)ccc4c3)o2)cc(OC)c1OC	-6	-1	1.4	9	-2
64	COC(=O)c1ccc(NC(=O)Cn2nc(-c3ccncc3)nc2SCC(=O)Nc2nccs2)cc1	-5	11	1	-13	3

#	S1P2 antag	sEH act	Mac1 fbg inh	E coli WT exp
57	-35	·	·	-11
58	·	·	-6	5
59	13	-2	-17	-7
60	-9	-4	-12	8
61	-1	2	·	-3
62	20	-18	·	-10
63	18	-10	6	-2
64	14	10	·	-7

Filtered by structure, the compounds so far containing a COOH group (two)
#	Molecule	S1P2 agonist	PostGolgi yeast	PLAP activator	sEH inhibitor	PostGolgi ctrl
51	O=C(O)c1ccc2c(c1)ncn2C1CCCCCC1	-2	0	·	·	-1
53	Nc1c(C(=O)CCC(=O)O)oc2ccc(Cl)cc12	-2	1	1	-2	1

#	S1P2 antag	sEH act	Mac1 fbg inh	E coli WT exp
51	-23	·	·	-1
53	10	4	0	2

Following part:
#	Molecule	S1P2 agonist	PostGolgi yeast	PLAP activator	sEH inhibitor	PostGolgi ctrl
65	O=C(CCC(=O)N(CC(=O)NC1CCCC1)C1CCCC1)Nc1ccccn1	-4	-6	1.6	-3	0
66	CCOC(=O)C(NCc1ccccc1OC)(NC(C)=O)C(F)(F)F (stereo not drawn)	-3	-4	1.1	-5	16
67	CCCn1nc(C(=O)NCCN2CCOCC2)c2ccccc2c1=O	-9	-3	1.1	2	-4
68	COc1ccccc1CNC(=O)c1ccccc1OC	-2	-2	0.8	-8	16
69	Cc1ccc(S(=O)(=O)C2(S(=O)(=O)c3ccc(C)cc3)CCCC2)cc1	·	-7	1.2	·	23
70	O=C(NCC1CCCO1)c1onc(CSc2ccccc2)c1C(=O)O (stereo not drawn)	-9	1	0.9	0	-3

#	S1P2 antag	sEH act	Mac1 fbg inh	E coli WT exp
65	-11	3	6	0
66	-1	3	·	2
67	-10	0	0	6
68	-27	10	-12	2
69	·	·	17	2
70	6	6	·	-2

Bioassay records deposited in PubChem by several laboratories.

Outcome played no part in choosing rows; overall some 7.1% were active at least once.
